DNA FID counter: counter-screen for HCV NS3 helicase inhibitors: DNA intercalator displacement | 290,000 compounds, 0.17% hits | DNA fluorescent intercalator displacement, fluorescence | AID 1845 | inhibition, % at 7.9 µM; in the data active = inhibition above about 37%;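 also: 0% = vehicle and 100% = reference compound; higher means more ethidium bromide displaced from hairpin DNA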
OXTR ag: agonists of human oxytocin receptor | P30559 | CHO-OTR cells, Fluo-8 calcium fluorescence; normalized: DMSO 0%, oxytocin 100% | 320,000 compounds, 0.32% hits | activation, % at 3 µM;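 active = activation above the mean of all tested compounds plus 3 SD, cutoff set per screening run, cut at about 20% in these data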;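 also: peak over basal fluorescence ratio from a 100 s FLIPR kinetic read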
Target sequence (P30559 whole entry, looked up): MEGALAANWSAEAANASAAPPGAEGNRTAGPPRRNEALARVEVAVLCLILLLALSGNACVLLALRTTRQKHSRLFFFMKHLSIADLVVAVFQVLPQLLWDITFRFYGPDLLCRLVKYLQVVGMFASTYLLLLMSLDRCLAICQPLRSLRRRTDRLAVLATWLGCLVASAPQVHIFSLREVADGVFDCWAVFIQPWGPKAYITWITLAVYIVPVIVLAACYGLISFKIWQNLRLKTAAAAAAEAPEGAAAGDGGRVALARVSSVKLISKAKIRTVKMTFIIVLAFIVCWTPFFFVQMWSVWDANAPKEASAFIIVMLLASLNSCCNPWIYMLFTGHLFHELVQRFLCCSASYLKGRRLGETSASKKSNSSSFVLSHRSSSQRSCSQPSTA
MEKK2 WT-MEK5: raises or lowers MEK5 binding to wildtype human MEKK2 PB1 domain | binding response (% of control), % at 10 µM | Q9Y2U5 | bead flow cytometry, Alexa488-MEK5 binding to MEKK2 WT; actives lie on both sides | 290,000 compounds, 1.1% hits | AID 1531; in the data active = binding response below about 67% or above about 130%
MEKK3 PB1 HTS: MEKK3-MEK5 PB1 interaction, increase or decrease. Q99759. bead-based flow cytometry, Alexa488-MEK5 binding to MEKK3; actives lie on both sides; 0 = blocked by unlabeled MEK5, 100 = vehicle. binding response (% of control), % at 10 µM. 290,000 compounds, 1.4% hits. AID 1529;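 active = binding response more than 3 SD above or below the average of its plate-row segment, actives on both sides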;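 also: Alexa488 bead fluorescence after subtracting the streptavidin-only scavenger bead signal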
MEKK2mut PB1 HTS: signal of MEK5 binding to mutant human MEKK2 PB1 domain | bead flow cytometry, Alexa488-MEK5 binding to MEKK2 mutant | percent response, % at 10 µM | 290,000 compounds, 0.35% hits | AID 1530; in the data active = percent response above about 24%, passing the limit was not always enough; also: inactives centre near 1; some results filed as inactive read as strong as hits; reference of the scale not given here
PHOSPHO1 inh: PHOSPHO1 (human) inhibition; Q8TCT1; recombinant PHOSPHO1, absorbance phosphatase assay; inhibition, % at 13.3 µM; 290,000 compounds, 1.1% hits; AID 1565; in the data active = inhibition above about 60%
Target sequence (Q8TCT1 whole entry, looked up): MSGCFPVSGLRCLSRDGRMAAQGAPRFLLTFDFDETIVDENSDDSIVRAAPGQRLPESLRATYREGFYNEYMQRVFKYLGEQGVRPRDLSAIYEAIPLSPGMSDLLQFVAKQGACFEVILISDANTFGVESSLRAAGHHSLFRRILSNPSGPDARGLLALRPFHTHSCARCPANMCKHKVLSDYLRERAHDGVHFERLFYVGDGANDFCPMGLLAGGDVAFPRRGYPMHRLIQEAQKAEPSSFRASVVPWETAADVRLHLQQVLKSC
GPR7 antag: human neuropeptides B/W receptor 1 antagonism; inhibition, % at 4.4 µM; 290,000 compounds, 1.1% hits; AID 1861; GPR7-expressing cells, fluorescence antagonist assay; P48145; in the data active = inhibition above about 16%, passing the limit was not always enough;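 also: cells stimulated with the agonist NPW; 0% = agonist with vehicle and 100% = vehicle without agonist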
Target sequence (P48145 whole entry, looked up): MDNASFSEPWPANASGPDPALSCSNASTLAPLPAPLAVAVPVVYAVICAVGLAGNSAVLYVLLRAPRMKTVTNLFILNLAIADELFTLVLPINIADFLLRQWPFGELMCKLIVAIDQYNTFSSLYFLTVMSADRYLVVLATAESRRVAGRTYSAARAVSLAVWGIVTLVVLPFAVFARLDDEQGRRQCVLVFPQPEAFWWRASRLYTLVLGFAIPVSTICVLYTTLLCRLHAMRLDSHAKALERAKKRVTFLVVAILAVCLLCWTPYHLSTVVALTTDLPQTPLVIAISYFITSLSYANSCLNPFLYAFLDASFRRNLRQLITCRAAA
NALP1 inh: inhibitors of NALP1 inflammasome in yeast; S. cerevisiae NALP1/ASC/caspase-1 growth, X-gal OD620, 72 h; inhibition, % at 10 µM; 280,000 compounds, 0.61% hits; AID 2071; in the data active = inhibition mostly above about 24%, no sharp cut-off; inactive = mostly below about 32%; also: some compounds called inactive have numbers as strong as hits
M18AAP inhibitor: blocks P. falciparum M18 aspartyl aminopeptidase; recombinant PfM18AAP, H-Glu-NHMec fluorogenic cleavage; inhibition, % at 7.35 µM; 290,000 compounds, 1.2% hits;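 active = inhibition above the campaign mean inhibition over all tested compounds plus 3 SD, cut at about 28% in these data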;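 also: 0% = plate median of test compound wells and 100% = 2 mM ZnCl2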
Active calls of the source: *; / = not tested or not shown.

SMILES	DNA FID counter	OXTR ag	MEKK2 WT-MEK5	MEKK3 PB1 HTS	MEKK2mut PB1 HTS	PHOSPHO1 inh	GPR7 antag	NALP1 inh	M18AAP inhibitor
O=C(NCc1ccco1)c1nc2ncccn2n1	-2	0.9	98	93	-2	-12	-1	20	-4
COc1ccc(Cc2nnc(SCC(=O)Nc3ccc(C)c(C)c3)o2)cc1OC	-39	5.0	99	99	4	36	8	14	-1
CC(C)(CNC(=O)Cc1ccc(Br)cc1)N1CCOCC1	-2	1.1	104	102	3	23	-7	0	-8
CC(C)(C)C(=O)COC(=O)c1ccc(N)c([N+](=O)[O-])c1	4	0.0	104	105	6	49	-10	12	-13
COc1ccccc1N1CCN(C(=O)c2cc3c(=O)n(C)c4ccccc4c3n2C)CC1	-38	-2.2	84	84	-6	11	-15	1	-5
O=C(O)c1ccc(/C=N/Nc2cccc(C(F)(F)F)c2)cc1	-12	6.1	98	100	-3	11	0	17	6
O=C(CC(=O)Nc1ccccc1C(F)(F)F)Nc1ccccc1C(F)(F)F	-8	-0.1	105	104	3	26	-13	4	0
CC(C)C(NC(=O)c1cccs1)C(=O)NC1=NCCS1 (stereo not given)	-3	0.4	93	97	-5	10	-5	4	2
Cc1ccc(-n2nc3c(c2NC(=O)c2c(F)cccc2Cl)CS(=O)(=O)C3)cc1C	-30	1.9	107	107	9	33	5	13	-4
O=C(O)C1=C[C@@H](c2ccc3c(c2)OCO3)C[C@@H](OCCCCO)O1	-7	-0.2	96	100	-4	26	10	6	15
CCN(CC)N=Nc1ccc(C(=O)O)cc1	-8	-0.2	105	104	-1	-7	-1	15	5
CC[N+](C)(C)CC/C=C1/c2ccccc2Sc2ccc(Cl)cc21	15	0.2	111	104	5	-13	-8	12	0
Cc1ccc(S(=O)(=O)N(C)C)cc1NC(=S)Nc1cccc2ccccc12	13	-0.8	97	100	-8	22	46*	1	-6
CCCCCn1c(CN2CCN(CCO)CC2)nc2c1c(=O)n(C)c(=O)n2C	8	0.5	114	114	7	3	-8	/	1
O=C(CN(c1ccc(Cl)c(C(F)(F)F)c1)S(=O)(=O)c1ccccc1)N/N=C/c1cccc2c1OCCO2	-2	4.6	/	/	/	23	-4	-9	-3
CCN(C(C)=O)c1nc(CCl)cs1	-2	1.5	95	97	-10	2	0	4	1
COc1cc(/C=C2/SC(=S)N(CC(=O)NC(C)(C)C)C2=O)cc(OC)c1OC	-13	2.2	84	92	-3	-2	-2	34	7
Cc1cc(C(=O)NNC(=S)NCc2ccccc2)cs1	-7	-0.8	95	96	-1	-3	0	32	7
COc1cccc(O)c1CN1CCCC(C(=O)c2cccc(C(F)(F)F)c2)C1 (stereo not given)	20	0.8	97	96	-2	5	-4	9	2
COc1ccc(C2NC(=O)NC3=C2C(=O)CCC3)cc1 (stereo not given)	-2	-1.0	107	102	2	36	-4	8	3

Reprinted from the part before: 5 compounds, followed by the next part.
SMILES	DNA FID counter	OXTR ag	MEKK2 WT-MEK5	MEKK3 PB1 HTS	MEKK2mut PB1 HTS	PHOSPHO1 inh	GPR7 antag	NALP1 inh	M18AAP inhibitor
CCN(C(C)=O)c1nc(CCl)cs1	-2	1.5	95	97	-10	2	0	4	1
COc1cc(/C=C2/SC(=S)N(CC(=O)NC(C)(C)C)C2=O)cc(OC)c1OC	-13	2.2	84	92	-3	-2	-2	34	7
Cc1cc(C(=O)NNC(=S)NCc2ccccc2)cs1	-7	-0.8	95	96	-1	-3	0	32	7
COc1cccc(O)c1CN1CCCC(C(=O)c2cccc(C(F)(F)F)c2)C1 (stereo not given)	20	0.8	97	96	-2	5	-4	9	2
COc1ccc(C2NC(=O)NC3=C2C(=O)CCC3)cc1 (stereo not given)	-2	-1.0	107	102	2	36	-4	8	3
O=C(O)c1cccc(-n2c(-c3cnccn3)n[nH]c2=S)c1	-3	0.0	97	100	0	-114	-7	6	22
Cc1cccc(NC(=S)N2CCC(N(C)CC3CCCO3)CC2)c1C (stereo not given)	4	0.1	100	99	2	-8	-5	5	-3
COc1ccc(-n2ncc3c2CC(C)(C)CC3NC(=O)CCN2CCCC2=O)cc1 (stereo not given)	-44	0.6	107	107	4	-9	-16	13	1
Cc1ccc(C2(C(F)(F)F)NC(=O)N3CCCN=C3S2)cc1 (stereo not given)	-2	-0.6	102	102	3	1	-9	20	15
CC(C)(C)NCc1ccc(OCc2cccs2)cc1	12	1.3	117	102	11	-20	-4	5	-7
Oc1ccccc1C=NCCN=Cc1ccccc1O	3	1.1	93	104	2	8	-15	12	-7
CN(C)C(=O)COc1ccc(S(=O)(=O)c2ccc(OCC(=O)N(C)C)cc2)cc1	-9	0.4	107	107	9	18	-1	1	-6
Cc1ccc(-n2nc3c(=O)n(CCCC(=O)N4CCCCC4)nc(C)c3c2C)cc1	-48	-2.1	103	99	2	18	-9	12	6
COC(=O)C1=C(C)NC(=O)NC1c1cccc(OC)c1OCc1ccccc1 (stereo not given)	-29	0.1	/	/	/	-2	-10	11	-8
c1ccc(Cn2nnc(-c3ccccc3)n2)cc1	-1	-2.0	101	95	3	-6	24	14	-6
CC1Cc2ccccc2N1C(=O)COc1nc2ccccc2nc1N1CCOCC1 (stereo not given)	-1	-1.5	/	/	/	26	-11	19	8
CCOC(=O)c1cccc(NC(=O)c2ccc(F)cc2F)c1	/	-2.3	105	104	-1	/	/	/	/
COc1ccc(S(=O)(=O)NCc2ccc(C(=O)NCCCN3CC(C)CC(C)C3)cc2)cc1 (stereo not given)	18	0.6	105	102	5	21	-3	14	-6
CCCCOC(=O)Nc1ccc(S(=O)(=O)Nc2nccs2)cc1	-9	-0.2	102	101	3	6	-15	10	2
CCc1cc(=O)oc2cc(C)cc(OCC(=O)N[C@@H](CSCc3ccccc3)C(=O)O)c12	-8	-0.1	99	97	4	8	-9	10	5
Cc1cc(C)n2nc(C(=O)Nc3ccc(S(=O)(=O)N4CCCC4)cc3)nc2n1	-8	0.5	78	81	-26	28	-9	/	-5
COc1ccc(CN2CCC(CNS(=O)(=O)c3cccc(C(F)(F)F)c3)CC2)cc1	20	8.5	119	104	11	14	5	24	2
CC(NC(=O)CSc1nnc(-c2cccc(S(=O)(=O)N3CCCCC3)c2)o1)C12CC3CC(CC(C3)C1)C2 (stereo not given)	-5	-1.7	99	102	-1	0	11	6	7
O=C(Cc1ccccc1F)c1ccc(O)cc1O	-2	1.4	105	105	4	35	-11	-4	6
Cc1ccc(C)c(S(=O)(=O)Nc2nc3ccc(S(N)(=O)=O)cc3s2)c1	-12	0.3	77	74	-26	-18	-14	14	9
CCOC(=O)CC(NC(=O)c1ccc(C)cc1)c1ccc(C)cc1 (stereo not given)	-25	-2.4	96	97	-1	50	4	7	-1
COc1ccc(C(CNC(=O)C2CC(=O)N(Cc3ccc(C)cc3)C2)N(C)C)cc1 (stereo not given)	12	0.3	95	94	-1	12	1	-23	-2
O=C(CNC(=O)c1cccnc1)N=Nc1c(O)[nH]c2c(Br)cc(Br)cc12	-40	0.7	104	103	1	45	-4	7	2
CCN(CC)S(=O)(=O)c1ccc(N2CCOCC2)c(NC(=O)C23CC4CC(CC(Cl)(C4)C2)C3)c1	-6	-1.4	103	101	-2	-25	-12	28	-9
COc1ccc(CNC(=O)CSc2nc3ccc(C)cc3[nH]2)cc1	-5	-0.8	97	99	-1	18	-12	1	-1
CSc1ccccc1C(=O)Nc1cc(C)cc(C)c1	-6	-1.9	109	107	6	4	-15	16	2
Cc1ccc(C)c(S(=O)(=O)c2c[nH]c(=S)[nH]c2=O)c1	-24	-1.0	103	100	-3	30	-5	13	10
c1ccc(-c2ccc(CN3C[C@@H]4C(c5ccccc5)C5(c6ccccc6)CC4(C5)[C@H]3c3ccccc3)cc2)cc1 (stereo not given in full)	/	-0.3	85	86	4	4	/	/	/
COC(=O)NNC(=O)c1ccccc1OC	-3	-0.1	100	101	2	21	-16	28	1
CC(=O)Nc1ccc(S(=O)(=O)NC2C3(C)CCC(C3)C2(C)C)cc1 (stereo not given)	-27	/	103	106	9	20	-4	12	0
O=C(Nc1cccc2ccccc12)NC1CCS(=O)(=O)C1 (stereo not given)	4	-0.3	91	100	-4	50	15	4	-1
CCOc1ccc(S(=O)(=O)Nc2cc(OC)c(OC)cc2C(=O)O)cc1	-22	0.6	98	100	-1	7	-4	18	0
COc1ccc(-n2nc(C(=O)NCC(=O)N(C)Cc3ccccc3)c3ccccc3c2=O)c(OC)c1	-33	0.0	101	102	-2	8	-4	14	-5
Cn1c(CSCc2ccc(Cl)cc2)nnc1SCC(=O)Nc1nc2ccccc2s1	-2	1.5	97	101	2	73*	0	4	-5
COc1cccc(-c2cc3nc(-c4ccccc4)cc(=O)n3[nH]2)c1	-22	1.0	104	108	10	/	36*	9	6
Cc1noc(C)c1COc1ncnc2ccccc12	-12	0.4	85	92	-14	12	-13	6	5
CCOC(=O)CSc1nnc(CNC(=O)Cc2ccccc2)n1C	-2	-0.6	101	100	1	18	-14	15	2
O=S(=O)(Nc1cccnc1)c1ccc(Cl)cc1	-12	1.9	99	99	-2	3	-6	-18	-10
O=C(O)c1cccc(N2C(=O)/C(=C/c3ccc(SCc4ccc(Cl)cc4)o3)SC2=S)c1	-11	/	71	96	-14	52	1	16	8
CCC(C(=O)NC(C)(C)C)N(Cc1ccco1)C(=O)CNS(=O)(=O)c1ccc(OC)cc1 (stereo not given)	-36	-0.6	97	100	-2	23	-13	4	-8
CCOC(=O)C1C(=O)CC(C)(O)C(C(=O)OCC)C1c1ccc(Br)cc1 (stereo not given)	-22	-1.3	100	97	3	37	17	36	0
O=C(/C=C/c1c(Cl)nc2ccccn12)Nc1ccc(F)cc1	-11	-2.0	104	117	0	20	-2	-16	1
CCOc1c(Cl)cc(CNc2ccc(N3CCCC3)cc2)cc1OC	-2	/	110	109	3	38	-7	-12	17

In another format: entries from further up
smiles,DNA FID counter,OXTR ag,MEKK2 WT-MEK5,MEKK3 PB1 HTS,MEKK2mut PB1 HTS,PHOSPHO1 inh,GPR7 antag,NALP1 inh,M18AAP inhibitor
CSc1ccccc1C(=O)Nc1cc(C)cc(C)c1,-6,-1.9,109,107,6,4,-15,16,2
CCC(C(=O)NC(C)(C)C)N(Cc1ccco1)C(=O)CNS(=O)(=O)c1ccc(OC)cc1 (stereo not given),-36,-0.6,97,100,-2,23,-13,4,-8
O=C(Nc1cccc2ccccc12)NC1CCS(=O)(=O)C1 (stereo not given),4,-0.3,91,100,-4,50,15,4,-1

Source: PubChem BioAssay (several laboratories)
